AGP1-GFP MLPCN: modulators of AGP1-GFP expression in yeast TOR pathway, primary screen, cell-based, multiplex flow cytometry, S. cerevisiae, MLPCN library. GFP response vs DMSO, % at 10 µM. 3 h; GFP as percent of DMSO wells. AID 2066, 2009. 0.02% of 320,000 active;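 active means GFP response relative to DMSO above a set limit, near screen average plus 3 SD, cut at about 150% in these data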;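 further: median GFP channel fluorescence of the gated AGP1 strain per well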
CIT2 TOR yeast: modulators of CIT2-GFP expression in yeast, primary screen, S. cerevisiae, GFP fusion, multiplex flow cytometry, MLPCN library; 0.065% of 320,000 active; GFP response vs DMSO, % at 10 µM; S. cerevisiae CIT2-GFP strain, 3 h; 100 means same as DMSO wells;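 active means GFP response relative to DMSO above a set limit, near the screen mean plus 3 SD, cut at about 150% in these data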;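 further: ratio of well median GFP fluorescence to mean of DMSO wells on the plate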
AHR act: AHR activators, primary screen, cell-based, luminescence, luciferase reporter, human. Aryl hydrocarbon receptor (Homo sapiens), P35869. AHR-responsive luciferase reporter cells. activation, % at 5 µM. 2.5% of 320,000 active. AID 2796, 2010; in the data active means activation above about 47%;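 further: 0% = vehicle wells and 100% = reference agonist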
Target sequence (P35869 whole entry, looked up): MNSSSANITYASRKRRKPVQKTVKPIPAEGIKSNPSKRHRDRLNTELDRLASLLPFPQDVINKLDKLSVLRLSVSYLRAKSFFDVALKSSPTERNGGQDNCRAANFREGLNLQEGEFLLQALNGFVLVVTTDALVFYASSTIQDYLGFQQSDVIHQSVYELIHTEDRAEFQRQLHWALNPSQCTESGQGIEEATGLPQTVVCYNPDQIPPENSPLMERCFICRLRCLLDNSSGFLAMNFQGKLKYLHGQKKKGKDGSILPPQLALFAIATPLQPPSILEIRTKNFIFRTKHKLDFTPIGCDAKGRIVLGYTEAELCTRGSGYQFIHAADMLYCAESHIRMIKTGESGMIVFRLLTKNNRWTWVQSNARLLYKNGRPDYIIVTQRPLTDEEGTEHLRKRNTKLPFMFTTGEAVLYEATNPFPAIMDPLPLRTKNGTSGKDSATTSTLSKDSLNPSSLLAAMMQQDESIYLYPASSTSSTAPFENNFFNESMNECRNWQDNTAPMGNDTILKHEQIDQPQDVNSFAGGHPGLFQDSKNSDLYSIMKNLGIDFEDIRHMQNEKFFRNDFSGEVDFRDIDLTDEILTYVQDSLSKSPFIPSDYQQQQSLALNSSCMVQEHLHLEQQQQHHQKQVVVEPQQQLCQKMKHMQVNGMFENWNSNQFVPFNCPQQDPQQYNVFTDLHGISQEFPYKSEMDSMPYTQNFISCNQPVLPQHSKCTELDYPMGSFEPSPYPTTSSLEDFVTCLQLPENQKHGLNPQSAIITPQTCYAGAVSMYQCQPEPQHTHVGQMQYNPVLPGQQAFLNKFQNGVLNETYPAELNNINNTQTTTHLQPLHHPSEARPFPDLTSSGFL
MEP2 TOR yeast: modulators of MEP2-GFP levels in yeast, primary screen, S. cerevisiae, multiplex flow cytometry, MLPCN library; S. cerevisiae MEP2-GFP strain, 3 h; 100% = DMSO control level; GFP response vs DMSO, % at 10 µM; 0.51% of 330,000 active;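 active means GFP response versus DMSO above a set limit, roughly screen mean plus 3 SD, cut at about 180% in these data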;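 further: median GFP fluorescence of the barcode-gated MEP2-GFP cells per well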
proCasp3 act: activators of human procaspase-3 D3A mutant, primary screen, biochemical, absorbance, PC-3 D3A mutant, single concentration; Caspase-3 (Homo sapiens), P42574; recombinant procaspase-3 D3A, Ac-DEVD-pNA absorbance 405 nm; activation, % at 8.5 µM; 0.11% of 330,000 active; AID 463141, 2010;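 active means activation above the mean of all tested compounds plus 3 SD, cut at about 21% in these data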;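 further: 0% = DMSO alone and 100% = DMSO wells spiked with extra 5 µM PC-3 D3A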
Target sequence (P42574 whole entry D9A/D28A/D175A): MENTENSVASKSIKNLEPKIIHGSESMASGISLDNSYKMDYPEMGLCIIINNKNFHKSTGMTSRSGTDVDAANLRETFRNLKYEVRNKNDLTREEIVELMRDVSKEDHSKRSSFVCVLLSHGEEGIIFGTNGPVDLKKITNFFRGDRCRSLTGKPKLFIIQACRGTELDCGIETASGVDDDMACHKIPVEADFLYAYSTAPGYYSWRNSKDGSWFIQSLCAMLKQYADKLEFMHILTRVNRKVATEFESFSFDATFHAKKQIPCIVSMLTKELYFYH
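Test system: Procaspase-3 D3A mutant, all three cleavage aspartates alanine | Dosing: Single dose, 8.5 µM nominal compound, 0.8% DMSO | Schedule: 1 h preincubation, 2 h reaction | Technique: 405 nm absorbance of p-nitroaniline, reads at 0 and 120 min | Repeats: One well per compound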
LAP4-GFP MLPCN: modulators of LAP4-GFP expression in yeast, primary screen, S. cerevisiae, multiplex flow cytometry, MLPCN library | 3 h; median GFP as percent of DMSO wells | GFP response vs DMSO, % at 10 µM | 0.34% of 320,000 active | AID 2023, 2009;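 active means GFP response vs DMSO above a set limit, about the screen mean plus 3 SD, cut at about 150% in these data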
RPL19A-GFP yeast: RPL19A-GFP expression modulators in yeast, primary screen, cell-based, S. cerevisiae, multiplex flow cytometry, MLPCN; S. cerevisiae RPL19A-GFP strain, 3 h; active compounds read low; percent response vs DMSO, % at 10 µM; 0.3% of 330,000 active; AID 2025, 2009;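 active means percent response vs DMSO below 50%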;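 further: median channel GFP fluorescence of the barcoded RPL19A-GFP strain; ratio of sample median GFP to plate DMSO average so 100% = DMSO; lower means less RPL19A-GFP as with rapamycin TOR inhibition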
proCasp7 act: procaspase-7 activators, primary screen, counter-screen for procaspase-3 activator project, biochemical, absorbance, HTS, human; Caspase-7 (Homo sapiens), P55210; recombinant procaspase-7, Ac-DEVD-pNA absorbance 405 nm; D23A/D198A/D206A triple mutant, cannot self-cleave; scale: DMSO 0, 5 µM enzyme 100; activation, % at 8.5 µM; 0.093% of 330,000 active; AID 463210, 2010;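 active means percent activation above the screen-wide mean plus 3 SD, cut at about 25% in these data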
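Replicates: singlicate. Assay system: Procaspase-7 triple mutant (PC-7 D3A). Signal: 405 nm absorbance of p-nitroaniline. Times: 1 h preincubation, 2 h reaction. Buffer or medium: Zinc-free HEPES pH 7.4 with 300 mM NaCl, 0.01% Triton X-100. Also added: DEVD-pNA substrate. Benchmarks: DMSO wells as 0%, DMSO with 5 µM added PC-7 as 100%.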
Starred values were filed as active, the others as inactive; . = no result given.

A first look (three entries):
SMILES	AGP1-GFP MLPCN	CIT2 TOR yeast	AHR act	MEP2 TOR yeast	proCasp3 act	LAP4-GFP MLPCN	RPL19A-GFP yeast	proCasp7 act
CC1(C)CC[C@]2(CO)[C@@H](O)C[C@]3(C)C(=CCC4[C@@]5(C)CC[C@H](O)C(C)(C)C5CC[C@]43C)[C@@H]2C1 (some centres not stated)	100	97	0	107	5	108	93	-4
O=C(Nc1cc2c(cc1Br)OCCO2)c1ccc(=O)[nH]c1	79	93	-1	113	10	89	99	8
CCOc1ccc(NC(=O)c2ccc(NC(=O)CN3C(=O)C(=O)N(CC(C)C)C3=O)cc2)cc1	101	109	4	102	-5	101	99	11

Results, repeating the preview:
SMILES	AGP1-GFP MLPCN	CIT2 TOR yeast	AHR act	MEP2 TOR yeast	proCasp3 act	LAP4-GFP MLPCN	RPL19A-GFP yeast	proCasp7 act
CC1(C)CC[C@]2(CO)[C@@H](O)C[C@]3(C)C(=CCC4[C@@]5(C)CC[C@H](O)C(C)(C)C5CC[C@]43C)[C@@H]2C1 (some centres not stated)	100	97	0	107	5	108	93	-4
O=C(Nc1cc2c(cc1Br)OCCO2)c1ccc(=O)[nH]c1	79	93	-1	113	10	89	99	8
CCOc1ccc(NC(=O)c2ccc(NC(=O)CN3C(=O)C(=O)N(CC(C)C)C3=O)cc2)cc1	101	109	4	102	-5	101	99	11
O=C(OCCNC(=O)c1cc2ccccc2oc1=O)c1cccnc1	106	91	3	102	12	105	99	-2
CCOc1ccc(NC(=O)COc2cccc3c2CCN(Cc2cccnc2)C3=O)cc1	101	114	18	118	-5	106	98	-6
Cc1nc2ccccc2n1C(=O)N(C)C	97	92	-1	100	-2	95	92	0
CCOc1ccccc1CN1CCNC(=O)C1CC(=O)N(C)CCC1CCOCC1 (configuration not stated)	100	102	2	101	-4	99	98	4
CCCC(C)NC(=O)c1ccccc1SC (configuration not stated)	98	91	1	97	2	102	95	6
CCCCn1c(N)c(N(Cc2ccccc2OC)C(=O)C2=COCCO2)c(=O)[nH]c1=O	91	85	2	93	6	89	86	6
Nc1cc(N)nc(SCc2nnnn2-c2ccc(Cl)cc2)n1	94	98	11	100	-9	91	101	-7
CC(=O)c1ccc(N2CCN(S(=O)(=O)c3c(C(=O)N4CCCCC4)c(C)n(C)c3C)CC2)cc1	92	99	7	104	4	81	100	8
Cc1cc(N2CCCC2)ccc1NC(=O)COc1ccc(Cl)cc1	78	75	5	91	0	89	92	-4
COc1ccc(N2CCN(c3nc(Nc4ccc(C)c(F)c4)nc(N4CCCC4)n3)CC2)cc1	89	98	0	87	6	95	96	10
Nc1cc(C(=O)N2CCCC2)cc(C(=O)N2CCCC2)c1	95	97	0	92	0	93	96	0
N#Cc1c(Nc2ccc(Cl)cc2)s[nH]c1=O	105	98	13	98	-7	103	102	-6
NNC(=O)CSCc1nc(-c2ccc(Cl)cc2)cs1	100	102	32	96	-5	104	99	8
O=C(CSc1c[nH]c2ccccc12)N1CCCc2ccccc21	92	96	2	90	-2	95	94	2
Clc1ccc(CN2CCN(/N=C/c3cccnc3)CC2)cc1	99	98	3	97	5	102	95	7
Cc1cc(C)c(NC(=O)C2CC(=O)N(c3ccc4c(c3)OCCO4)C2)c(C)c1 (configuration not stated)	103	96	2	98	9	100	97	5
O=C(CSc1nncc2ccccc12)Nc1ccc(F)cc1	98	97	-12	110	4	103	101	9
Cc1ccc(S(=O)(=O)Nc2ccc(C(=O)OCC(=O)N(CCC#N)c3ccccc3)cc2)cc1C	111	104	1	109	5	108	113	0
CC(C)(C)c1ccc(C(=O)OCC(=O)Nc2sc3c(c2C#N)CCC3)cc1	103	83	-1	148	10	116	107	2
COc1ccc(Cn2c(-c3ccc(OC)c(O)c3)nc3ccccc32)cc1O	101	100	11	98	2	95	93	-5
CC(C)n1cc(CN2CCC(C(=O)Nc3ccc(Oc4ccccc4F)cc3)CC2)cn1	110	101	0	98	6	100	99	6
CCCC(=O)N(CCN1CCOCC1)c1nc2c(OCC)cccc2s1	104	102	17	106	6	106	99	0

The listing continues.
SMILES	AGP1-GFP MLPCN	CIT2 TOR yeast	AHR act	MEP2 TOR yeast	proCasp3 act	LAP4-GFP MLPCN	RPL19A-GFP yeast	proCasp7 act
COc1ccc(-c2nc(-c3ccccc3)ncc2S(C)(=O)=O)cc1	86	83	2	93	-10	87	89	-7
O=C(Cn1nc(CNc2ccc(Cl)cc2)[n+]2c1CCCCC2)c1ccc(Br)cc1	93	85	100*	86	3	91	98	-2
CCC(C)NC(=O)c1n[nH]c(=O)c2ccccc12 (configuration not stated)	110	102	2	101	-7	107	102	10
Cn1cc(/C=N/NC(=O)COc2ccccc2[N+](=O)[O-])c2ccccc21	100	102	58*	101	-3	89	99	5
COC1(C)CC2C(CC1OC(=O)c1cc([N+](=O)[O-])cc([N+](=O)[O-])c1)C2(C)C (configuration not stated)	96	90	-2	85	1	116	98	-5
CC(Cc1ccccn1)NC(=O)CCc1nnc(C2CCCCC2)o1 (configuration not stated)	96	95	5	95	-11	103	93	-5
COc1ccc(Br)cc1S(=O)(=O)NCCCN1CCOCC1	81	100	0	72	-4	98	92	-3
CCOC(=O)c1sc2ncc([N+](=O)[O-])cc2c1N	98	93	-1	101	0	118	98	1
Cc1c(CC(=O)N[C@@H](C)C(=O)O)c(=O)oc2c(C)c3occ(-c4ccccc4)c3cc12	101	105	.	102	.	96	100	.
CCOc1cc(/C=C2/C(=N)N3C(=NC2=O)SN=C3S(=O)(=O)CC)ccc1OC(=O)c1ccco1	91	97	0	105	3	71	93	6
COc1ccc(COC(=O)C2=C(C)NC(=O)NC2c2ccc(OC)c(OC)c2)cc1 (configuration not stated)	108	110	2	106	7	93	104	0
CC(C)CNC(=O)CSc1nnc2ccccn12	96	97	-1	100	-2	94	101	7
COc1ccc(S(=O)(=O)N2CCc3ccccc32)cc1C(=O)NCCc1ccc(S(N)(=O)=O)cc1	96	99	1	94	2	94	98	-3
FC(F)(F)c1cnc(-c2cnc(-c3ccncc3)nc2)c(Cl)c1	107	111	-6	121	-2	114	105	0
O=S(=O)(CC(O)COc1ccc(Br)cc1)c1ccccc1 (configuration not stated)	103	100	1	93	-7	103	95	-3
COc1ccc(CCNC(=O)CSc2nnnn2-c2ccccc2)cc1	92	94	0	96	5	90	91	1
COc1cc2sc(C)nc2c2sccc12	95	81	7	93	-4	92	97	-5
O=C(CN1C(=O)S/C(=C\c2ccccc2F)C1=O)NC1CCS(=O)(=O)C1 (configuration not stated)	94	101	-4	102	3	95	98	-12
CCCCN(C)C(=O)c1nc2ccccn2c1CNCCCn1nnc2ccccc21	103	94	3	97	3	99	99	6
CCn1c(SCC(=O)Nc2cc(C)ccc2C)nc2c(c1=O)SC(C)C2 (configuration not stated)	100	95	-3	90	-5	110	99	13
CC(C)(C)OC(=O)N1CCC(NC(=O)c2nc[nH]c2C(=O)N2CCN(c3ccccc3)CC2)CC1	102	102	-1	101	2	101	116	12
O=C(Cc1ccccc1)NCC(=O)N1CCc2ccccc2C1	100	98	10	91	1	97	97	12
CC(C)N(Cc1nc(-c2ccccc2)no1)C(=O)C(C)(C)C	102	102	5	108	-7	97	97	1
C/C(=N/NC(=O)C1CCCCC1)c1ccc([N+](=O)[O-])cc1	108	115	1	107	1	96	114	2
COc1cccc(-c2noc(CCC(=O)NCC3CCCO3)n2)c1 (configuration not stated)	102	107	1	100	-2	93	96	3

The results go on:
SMILES	AGP1-GFP MLPCN	CIT2 TOR yeast	AHR act	MEP2 TOR yeast	proCasp3 act	LAP4-GFP MLPCN	RPL19A-GFP yeast	proCasp7 act
CCCNC(=O)NC(=O)CSc1nc2ccccc2c(=O)n1Cc1ccncc1	96	.	0	106	2	80	111	0
CCn1c(SCC(=O)Nc2cccc(NC(=O)c3cccs3)c2)nnc1-c1ccncc1	92	92	8	106	1	97	.	-15
O=C(c1ccco1)N1CCN(c2ncnc3scc(-c4ccccc4)c23)CC1	95	87	0	100	-9	99	96	-1
CCOC(=O)c1c(NC(=O)CN2C(=O)NC3(CCC(CC)CC3)C2=O)sc(C)c1-c1ccc(C)cc1 (configuration not stated)	100	101	-1	102	-8	102	104	5
O=C(CC1CC2CCC1C2)OCC(=O)c1c[nH]c2ccccc12 (configuration not stated)	.	92	16	89	7	91	93	12
CC(=O)NN1C(=O)c2ccccc2NC1c1ccccn1 (configuration not stated)	108	109	3	104	-1	104	105	7
Cc1nc(CNC(=O)c2cc(COc3c(F)cccc3F)on2)cs1	104	106	3	96	1	107	103	9
CC(C)(C)c1ccc(S(=O)(=O)NCC(=O)Nc2sc3c(c2C(N)=O)CCCC3)cc1	94	118	-1	107	-5	97	98	0
CC(/C=C1\SC(=S)N(NC(=O)c2ccc(C)cc2)C1=O)=C\c1ccccc1	108	101	0	99	-7	109	103	5
COc1ccc(OCCCC(=O)Nc2cc(S(=O)(=O)N3CCCCC3)ccc2OC)cc1	99	101	0	106	12	98	102	2
O=C(N/N=C/c1ccc(-c2ccc(S(=O)(=O)Nc3ncccn3)cc2)o1)c1cc2ccccc2cc1O	100	102	2	99	-2	98	96	-16
Cc1[nH]c(=O)[nH]c(=O)c1S(=O)(=O)N1CCCC(C(=O)NCc2ccc3c(c2)OCO3)C1 (configuration not stated)	101	98	-1	97	-5	99	101	4
COc1ccc(OCC(=O)Nc2ccc(S(=O)(=O)N3CCOCC3)cc2)cc1	97	91	3	98	-4	102	98	-7
CCOCCCNC(=O)C(c1ccc(Cl)cc1)N(Cc1ccc2c(c1)OCO2)C(=O)CNC(C)=O (configuration not stated)	105	102	0	99	-1	107	101	2
COCCC(=O)N1CCC(Oc2ccc(C(=O)N(C)Cc3cc(C)no3)cc2)CC1	91	93	0	91	4	87	94	18
CC(C)(C)n1nnnc1C(c1ccccc1)N1CCc2ccccc2C1 (configuration not stated)	105	99	4	99	-3	99	100	-5
N#C/C(=C\c1ccccc1)C(=O)Nc1cc(S(=O)(=O)N2CCOCC2)ccc1N1CCCC1	95	96	-2	95	5	90	106	-4
O=C(Nc1ccccc1F)c1cnccn1	103	108	-1	105	9	95	110	2
Cn1cccc1C(=O)OCC(=O)c1cc2ccccc2o1	102	.	4	103	3	110	107	-3
CCn1ncc(/C=N/O)c1C	100	114	2	113	4	112	98	9
COc1ccc(NC(=O)CN(C)C(=O)c2cccc3ccccc23)cc1	103	97	5	105	-4	101	99	12
CC(C)(CC(=O)O)CC(=O)NCc1c(Cl)cccc1Oc1ccccc1	112	100	3	102	5	113	106	7
Cc1c(C(=O)NCc2ccco2)oc2ccccc12	95	94	0	103	-2	92	103	-5

Just AHR act and proCasp3 act (3 entries from above):
| SMILES | AHR act | proCasp3 act |
| --- | --- | --- |
| COc1ccc(NC(=O)CN(C)C(=O)c2cccc3ccccc23)cc1 | 5 | -4 |
| Cc1[nH]c(=O)[nH]c(=O)c1S(=O)(=O)N1CCCC(C(=O)NCc2ccc3c(c2)OCO3)C1 (configuration not stated) | -1 | -5 |
| CC(/C=C1\SC(=S)N(NC(=O)c2ccc(C)cc2)C1=O)=C\c1ccccc1 | 0 | -7 |
